SV40 large T antigen: SV40 large T antigen inhibitors, biochemical (AID 1903); SV40 large T antigen ATPase/helicase inhibition assay; higher % means a stronger effect; 310,000 tested, 0.39% active; one-dose inhibition, % at 20 µM; IC50 in µM for titrated hits; in the data active = a potency from the dose series; inconclusive = inhibition mostly from about 32% at the one dose, without a potency; inactive = the rest, 99 in 100 with inhibition below about 32%; note: strong numbers were not always called active
PhoP inhibition: inhibitors of PhoP regulon expression, primary screen, Salmonella Typhimurium, GFP reporter (AID 1863); one-dose inhibition, % at 50 µM; IC50 in µM for titrated hits; 300,000 tested, 0.16% active; S. Typhimurium PhoP-regulated promoter GFP reporter, 4 h; higher % means a stronger effect;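 active = inhibition over 29.93%, a cutoff 3 SD above the screen mean, later confirmed by dose response; inconclusive = inhibition over 29.93% but no dose response follow-up; inactive = inhibition at most 29.93% or unconfirmed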;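 note: 0% = low Mg2+ inducing control and 100% = high Mg2+ repressing control; strong numbers were not always called active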
TNAP activators: human TNAP enzyme activators, primary screen, biochemical, luminescent, no phosphate acceptor, uHTS (AID 1001); 200,000 tested, 0.03% active; activation fold at 20 µM, or EC50 in µM where a hit was titrated; purified TNAP, luminescent activation assay, no phosphate acceptor; higher activation fold means a stronger effect; Alkaline phosphatase, tissue-nonspecific isozyme (Homo sapiens); in the data active = activation fold from about 3, or a potency from the dose series; inactive = the rest, 99 in 100 with activation fold below about 1.6; note: many of its hits are not listed in these tables
MgcRacGAP inhibition: MgcRacGAP GTPase-activating activity inhibitors, confirmation, biochemical, ADP Hunter fluorescence | Rac GTPase-activating protein 1 (Homo sapiens) | MgcRacGAP-stimulated Rac1 GTP hydrolysis, ADP Hunter fluorescence; higher % means a stronger effect; GST-tagged Rac1 F28L mutant substrate | one-dose inhibition, % at 30 µM; IC50 in µM for titrated hits | 340,000 tested, 0.6% active;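 active = first-screen hits whose inhibition reached a set limit at any dose in the follow-up dose series; inconclusive = inhibition above the set first-screen limit but never retested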;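 note: fluorescence reports GDP produced by GAP-driven GTP hydrolysis; strong numbers were not always called active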
RSV antiviral HEp-2: RSV antiviral activity via CPE protection, HEp-2 cells, primary 10 µM value included (AID 2391) | HEp-2 cells, RSV-induced CPE inhibition; higher % means a stronger effect | CPE inhibition, % at 10 µM; hits with a dose series show IC50 in µM | 310,000 tested, 0.13% active; in the data active = a potency from the dose series; inconclusive = CPE inhibition mostly from about 23% at the one dose, without a potency; inactive = the rest, 99 in 100 with CPE inhibition below about 21%; note: strong numbers were not always called active
NTR1 agonist: agonists of NTR1, primary screen, imaging, U2OS cells, beta-arrestin-GFP, high content (AID 493036); activation, % at 20 µM; NTR1-U2OS beta-arrestin-GFP spot imaging, agonist mode; 330,000 tested, 0.17% active; Neurotensin receptor type 1 (Homo sapiens), P30989;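 active = activation at or above 40% of the spot to cytoplasm intensity ratio, with at least 20 cells analyzed; inconclusive = wells under 20 cells, flagged as cytotoxic or low count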;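 note: 0% = DMSO without peptide and 100% = 100 nM NTR1 peptide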
Target sequence (P30989 whole entry, looked up): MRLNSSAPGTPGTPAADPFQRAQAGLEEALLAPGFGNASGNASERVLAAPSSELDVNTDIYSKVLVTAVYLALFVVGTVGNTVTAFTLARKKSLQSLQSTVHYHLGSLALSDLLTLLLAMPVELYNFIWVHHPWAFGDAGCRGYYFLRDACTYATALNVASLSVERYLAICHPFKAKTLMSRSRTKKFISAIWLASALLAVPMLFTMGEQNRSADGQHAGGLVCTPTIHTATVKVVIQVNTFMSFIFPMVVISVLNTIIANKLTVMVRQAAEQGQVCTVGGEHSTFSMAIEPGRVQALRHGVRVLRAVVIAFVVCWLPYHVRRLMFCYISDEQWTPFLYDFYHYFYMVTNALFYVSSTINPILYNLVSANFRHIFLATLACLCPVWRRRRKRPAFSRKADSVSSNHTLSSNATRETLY
T cell modulator: modulators of CD8 T cell-vesicle binding, primary screen, mouse 2C CD8+ T cells, flow cytometry. 2C CD8+ T cell-vesicle binding; hits give low values. calls only at 7 µM. 330,000 tested, 0.068% active. AID 2052, 2009;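 active = response, share of CD8 T cells binding vesicles, and their 90th percentile fluorescence all below set limits, cut at about 80% in these data, passing the limit was not always enough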
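Assay system – 2C mouse CD8+ T cells · Also added – QL9-loaded Drosophila micro-vesicles · Timing – Cell–vesicle co-incubation 1.5 h at 37 °C, staining 20 min on ice · Signal – flow cytometry of vesicle-bound cells · Measure – percent CD8+ FL2 mean versus row control · Controls – Peptide-free naked vesicles (low) and QL9 vesicles with 0.7% DMSO vehicle (high)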
Myeloid diff 2: induction of myeloid progenitor differentiation, primary screen, cell-based, flow cytometry, MLPCN library; ER-HoxA9 myeloid progenitors, lysozyme-GFP differentiation; calls only at 10 µM; 360,000 tested, 1% active; AID 624256, 2012;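 active = normalized GFP-positive differentiation at or above the plate's own cutoff, the solvent-only control mean plus 3 SD; inconclusive = no clear call, values can overlap the other calls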;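 note: cells exposed to compound for four days before flow analysis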
K1F lysis inhibition: inhibition of K1F phage lysis, E. coli UTI89, bacterial capsule biogenesis inhibitors, alamar blue (AID 488966) | one-dose inhibition, % at 100 µM; IC50 in µM for titrated hits | E. coli UTI89 K1F phage lysis, alamar blue, 2 h; higher % means a stronger effect | 340,000 tested, 0.02% active;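 active = phage lysis inhibition, versus mean bacterial control, above a set limit; inconclusive = no clear call, values can overlap the other calls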;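 note: capsule biogenesis inhibitors block K1F phage lysis so surviving cells raise fluorescence; higher fluorescence means more inhibition of phage lysis; actives were called in the ten point dose series up to 300 µM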
T cell modulator vesicle-bound %: second read-out of T cell modulator, no call of its own (marks repeat the call); double positive events, %; measured here: CD8+ vesicle-bound cell fraction;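 binding gate set so that unloaded-vesicle control wells show 10% double positive cells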
NTR1 agonist cell count 20 µM: second read-out of NTR1 agonist, no call of its own (marks repeat the call); cell count; measured here: cell count, cytotoxicity flag
Myeloid diff 2 GFP+ MAC1+ %: recorded beside Myeloid diff 2, whose call it bears; GFP+ MAC1+ double positive, %; measured here: differentiation confirmed by MAC1 staining
* marks the source's active call; other numbers are inactive results; i = inactive; ? = inconclusive; . = no result given; [ ] = another dose, or the depositor's remark.

SMILES	SV40 large T antigen	PhoP inhibition	TNAP activators	MgcRacGAP inhibition	RSV antiviral HEp-2	NTR1 agonist	NTR1 agonist cell count 20 µM	T cell modulator	T cell modulator vesicle-bound %	Myeloid diff 2	Myeloid diff 2 GFP+ MAC1+ %	K1F lysis inhibition
O=C1C(=O)N(CCN2CCOCC2)C(c2ccc(Cl)c(Cl)c2)/C1=C(/O)c1ccc2c(c1)OCO2 (stereo not given)	4%	-1%	.	6%	0.6%	0.1	74	i	64	i	4.6	0.3%
CCN(Cc1ccncc1)C(=O)c1cc(COc2c(C)cccc2C)on1	2%	6%	.	6%	9.5%	-0.7	52	i	62	i	0.6	0.0%
O=C(Nc1n[nH]c(C2CCCCC2)n1)C1CCCCC1	2%	-5%	0.3	8%	-2.0%	0.8	65	i	23	i	3.5	-4.2%
CCOC(=O)N/N=C/c1c(F)cccc1F	-2%	11%	1	8%	0.5%	1.9	47	i	38	i	1.2	1.2%
CCOc1cc2[nH]c(=O)n(CCC(=O)NCCc3ccc(OC)c(OC)c3)c(=O)c2cc1OCC	12%	-8%	1	8%	0.7%	-0.8	85	i	14	i	1.2	0.3%
C=CCNc1cc(N2CCCC2)ccc1[N+](=O)[O-]	3%	7%	0.9	-12%	11%	2.6	78	i	55	i	0.0	0.1%
COC(=O)c1nn(-c2ccccc2)c(Sc2ccc(C)cc2)c1/C=N/O	4%	9%	1	8%	.	.	.	.	.	i	1.1	0.5%
CS(=O)(=O)N(CC(=O)N1CCCC1)c1cc(C(F)(F)F)ccc1Cl	-1%	3%	1.1	2%	0.0%	4.2	53	i	27	i	0.3	2.8%
CCOc1ncccc1C(=O)OCC(=O)N(CC(C)C)c1c(N)n(Cc2ccccc2)c(=O)[nH]c1=O	12%	0%	.	3%	-0.8%	-1.1	55	i	29	i	0.9	0.5%[50 µM]
O=C(C1CCN(Cc2ccc(F)cc2)CC1)N(CCc1ccccc1)Cc1ccccc1	2%	-1%	1.1	14%	0.8%	3.0	43	i	44	i	0.7	3.6%

Compound profiles, from the list above.
CS(=O)(=O)N(CC(=O)N1CCCC1)c1cc(C(F)(F)F)ccc1Cl is listed as SV40 large T antigen: -1%; PhoP inhibition: 3%; TNAP activators: 1.1; MgcRacGAP inhibition: 2%; RSV antiviral HEp-2: 0.0%; NTR1 agonist: 4.2; NTR1 agonist cell count 20 µM: 53; T cell modulator: i; T cell modulator vesicle-bound %: 27; Myeloid diff 2: i; Myeloid diff 2 GFP+ MAC1+ %: 0.3; K1F lysis inhibition: 2.8%
O=C1C(=O)N(CCN2CCOCC2)C(c2ccc(Cl)c(Cl)c2)/C1=C(/O)c1ccc2c(c1)OCO2 (stereo not given) is listed as SV40 large T antigen: 4%; PhoP inhibition: -1%; TNAP activators: .; MgcRacGAP inhibition: 6%; RSV antiviral HEp-2: 0.6%; NTR1 agonist: 0.1; NTR1 agonist cell count 20 µM: 74; T cell modulator: i; T cell modulator vesicle-bound %: 64; Myeloid diff 2: i; Myeloid diff 2 GFP+ MAC1+ %: 4.6; K1F lysis inhibition: 0.3%

The listing continues:
SMILES	SV40 large T antigen	PhoP inhibition	TNAP activators	MgcRacGAP inhibition	RSV antiviral HEp-2	NTR1 agonist	NTR1 agonist cell count 20 µM	T cell modulator	T cell modulator vesicle-bound %	Myeloid diff 2	Myeloid diff 2 GFP+ MAC1+ %	K1F lysis inhibition
CC1(C)C2CCC1(CS(=O)(=O)N1CCCc3ccccc31)C(=O)C2 (stereo not given)	4%	3%	1.1	8%	1.0%	1.7	50	i	28	i	0.9	0.0%
COC(=O)c1ccc(NC(=O)CCN2C(=O)C3C4CCC(C4)C3C2=O)cc1 (stereo not given)	14%	7%	.	4%	1.7%	1.6	68	i	16	i	2.9	-0.3%
Cc1ccc(-c2nc(NC(=O)c3cc(C(C)(C)C)nn3C)sc2C)cc1Cl	-2%	-9%	.	-4%	.	2.8	61	i	30	i	0.2	-1.7%
CCN1CCN(c2ccc(NC(=O)c3ccc(Cl)c(N4CCCC4=O)c3)cc2)CC1	0%	12%	.	4%	5.9%	0.7	45	i	19	i	0.5	0.0%
COc1ccc(/C=C(/NC(=O)c2ccc(OC)cc2)C(=O)NCCc2c[nH]c3ccccc23)cc1	8%	8%	1.1	9%	5.8%	4.5	49	i	20	i	0.7	1.6%[50 µM]
Nc1nnnn1CC(=O)N/N=C/c1cc([N+](=O)[O-])ccc1Cl	1%	-8%	1.1	9%	-1.0%	-0.5	29	i	68	i	0.4	-1.2%
COC(=O)c1sccc1NC(=O)c1ccc(OC)c([N+](=O)[O-])c1	7%	-11%	1	9%	3.8%	4.9	69	i	21	i	0.1	-0.1%
CC(C)(C)c1cc(NC(=O)Nc2ccc(Br)cc2Cl)no1	8%	9%	1	8%	3.9%	19	34	i	44	i	0.5	0.3%
Cc1ccccc1NC(=O)Cc1nc(COC(=O)COc2ccccc2C(C)C)cs1	.	.	.	4%	1.5%	1.9	71	i	44	i	0.8	-0.1%[50 µM]
Cc1ccc(C(=O)Nc2ncccc2S(=O)(=O)c2ccccc2)cc1	7%	1%	.	2%	0.9%	.	.	i	44	i	0.6	0.1%[50 µM]
COc1cccc(-c2n[nH]c(=S)n2Cc2ccco2)c1	32%	-2%	.	12%	1.5%	0.6	70	i	30	i	0.6	-0.2%
CC1=CC(=C(C#N)C#N)C=C(C)N1Cc1ccccc1	-3%	6%	1.2	7%	-2.0%	1.7	29	i	46	i	0.7	-0.9%
CCn1c(=O)c(C(=O)Nc2ccccc2)c(O)c2ccccc21	3%	-4%	.	-1%	17%	2.1	49	i	15	i	0.9	0.1%
O=C(O)CC/C(=N\NC(=O)c1ccc(F)cc1)c1ccc(Br)cc1	22%	8%	1.1	2%	5.8%	1.8	56	i	10	i	0.3	0.3%
NC(=O)C1CCN(C(=O)c2cc(S(=O)(=O)N3CCOCC3)c(Cl)cc2Cl)CC1	6%	1%	1.1	3%	0.4%	-0.4	90	i	23	i	0.4	0.6%
COc1ccc(S(=O)(=O)N2CCOC23CCN(S(=O)(=O)c2ccccc2)CC3)cc1	17%	5%	.	4%	1.9%	-1.0	68	i	59	i	0.5	0.5%[50 µM]
COc1ccc(OC)c(N/C=C/C(=O)c2ccc(OC)c(OC)c2)c1	4%	-3%	.	5%	6.0%	2.8	54	i	67	i	0.9	0.0%
Nc1c(S(=O)(=O)c2ccccc2)nnn1-c1ccccc1	1%	-1%	1.1	6%	7.6%	-0.7	63	i	48	i	0.6	0.1%
Cn1c(SCC(=O)N2CCOCC2)nc2c(c1=O)SCC2	5%	0%	.	10%	1.2%	-0.8	59	i	65	i	0.6	1.0%[50 µM]
Cc1cc(N2CCOCC2)nc(SCc2c(Cl)cccc2Cl)n1	10%	-7%	1.1	8%	22%	1.9	47	i	5	i	0.1	4.3%
Cc1ccc(S(=O)(=O)N2CCC(=O)N(C(COC(=O)Nc3ccccc3)Cc3ccccc3)CC2)cc1 (stereo not given)	4%	-5%	1.1	8%	3.4%	1.9	97	.	.	i	1.5	1.9%
CCOC(=O)c1c(C)[nH]c(C)c1C=O	12%	-1%	1.2	-15%	0.1%	-0.9	72	i	66	i	0.4	-0.3%
c1ccc2c(OCCCCN3CCCC3)cccc2c1	6%	2%	.	18%	-0.6%	0.9	54	i	57	i	0.3	-1.0%
Clc1ccc(CSc2nncn2-c2ccc3c(c2)OCCO3)cc1	2%	-5%	.	11%	1.4%	-0.2	46	i	27	i	1.3	0.4%
CC[C@@]1(O)C(=O)OCc2c1cc1n(c2=O)Cc2cc3c(N)cccc3nc2-1	22%	0%	.	4%	-4.2%	0.7	64	i	43	?	.	-0.6%
O=C(NNS(=O)(=O)c1ccccc1Cl)c1nn(-c2ccc(F)cc2)ccc1=O	13%	2%	.	10%	1.1%	-1.0	48	i	38	i	0.4	0.0%
CCn1cc([N+](=O)[O-])c(C(=O)Nc2nc(-c3ccc(C)cc3)c(C)s2)n1	2%	-9%	1	-3%	16%	22	67	i	52	i	1.6	1.3%
CC(C)=NNC(=O)c1c(O)c2ccccc2[nH]c1=O	-2%	-17%	.	7%	2.3%	1.1	60	i	26	i	0.4	0.1%
CCN(C(=O)CSc1cc(C)c2ccccc2n1)C1CCS(=O)(=O)C1 (stereo not given)	-5%	-4%	1.1	3%	-1.2%	0.4	86	i	42	i	0.1	1.3%
Cc1cc(C)c(NC(=O)COC(=O)CSc2ccc(Br)cc2C)c(C)c1	-3%	1%	1	8%	1.0%	0.1	51	i	32	i	1.1	4.3%
O=C(O)C1CCCCC1C(=O)NCCCc1ccccc1 (stereo not given)	9%	6%	1.1	7%	1.0%	0.6	96	i	19	i	1.1	-0.1%
Cc1cc(N2C(=O)C(O)=C(C(=O)c3cc4ccccc4o3)C2c2ccc(OC(C)C)cc2)no1 (stereo not given)	8%	0%	.	10%	0.5%	-0.4	60	i	11	i	4.9	0.0%
Cc1csc(NC(=O)c2cccc(C)c2C)n1	1%	-6%	0.9	9%	2.2%	-0.9	47	i	41	i	1.0	-0.1%

Source: PubChem
